Screening results as filed in PubChem BioAssay.
BRCA1 expr act: qHTS Assay to Identify Small Molecule Activators of BRCA1 Expression. actives 1.1% (n = 380,000). Potency, µM (titrated, usually from 46.1 µM), for inactives: at the top dose activation, usual class: activators. MCF7-BRCA1-FFLuc reporter, luminescence, 48 h; response scale: scaled: vehicle 0%, 10 µM genistein 100%; also: potency is read from the fitted curve at half-maximal effect; nearly all actives have a fitted effect of over 80% in size; some results filed as inactive show a strong effect at the top dose
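48 h compound treatment of MCF7-BRCA1-FFLuc cells (phenol-red free MEM, 37 °C), then 15 min with luciferase substrate and luminescence imaging.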
NPC1 prom act: qHTS Assay for NPC1 Promoter Activators | Huh7 NPC1 promoter luciferase reporter, 24 h | Potency, µM (titrated, usually from 9.22 µM), for the others: top-dose activation, usual class: activators | actives 2.4% (n = 320,000) | AID 485313, 2010;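 also: potency is read from the fitted curve at half-maximal effect; % of control where 0% means no effect; nearly all actives have a fitted effect of over 60% in size; reporter is driven by a mutant NPC1 promoter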
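Luminescence read-out of NPC1 promoter-driven luciferase in stably transfected Huh7 cells; compounds delivered in DMSO and left 24 h at 37C, 5% CO2, qHTS titration format.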
RORgamma inh: qHTS for inhibitors of ROR gamma transcriptional activity; actives 5.4% (n = 310,000); Drosophila S2 Gal4-RORgamma UAS-luciferase reporter, 20 h; Nuclear receptor ROR-gamma (Mus musculus), P51450; Potency, µM (highest dose often 53.6 µM), for inactives: top-dose activity change, negative = inhibition, hits mostly inhibitors; also: potency is read from the fitted curve at half-maximal effect; % is scaled to controls: 0 for no effect and ±100 for the full control effect; nearly all actives have a fitted effect of over 60% in size
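A Gal4/UAS one-hybrid system in insect cells: metallothionein-promoter Gal4–ROR gamma fusion plus Photinus luciferase reporter. Copper sulfate 700 uM final, 20 hr ambient incubation, luminescent detection after 10 min with reagent.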
ELG1 repair inh: qHTS screen for small molecules that inhibit ELG1-dependent DNA repair in human embryonic kidney (HEK293T) cells expressing luciferase-tagged ELG1 | actives 2.3% (n = 330,000) | HEK293T ELG1-luciferase reporter, luminescence, 16 h; DNA damage induced by 5-fluorouridine | Potency, µM (series often up to 46.1 µM), for inactives: top-dose activity change, negative = inhibition, most hits filed as inhibitors; also: potency is read from the fitted curve at half-maximal effect; % is scaled to controls: 0 for no effect and ±100 for the full control effect; nearly all actives have a fitted effect of over 55% in size
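Step one: seed 2,000 cells per well. Step two: pin-transfer compound or DMSO alongside 5-fluorouridine. Step three: incubate 16 hr, 37 °C, 5% CO2. Step four: add ONE-Glo, wait 30 min, read luminescence.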
ELG1 genotoxic: qHTS screen for small molecules that induce genotoxicity in human embryonic kidney (HEK293T) cells expressing luciferase-tagged ELG1; HEK293T ELG1-luciferase reporter, luminescence, 16 h; Potency, µM (doses to about 46 µM), without a hit: at the top dose activity change, positive = activation, most hits filed as activators; actives 1.3% (n = 330,000); AID 504466, 2011; also: potency is read from the fitted curve at half-maximal effect; % of control where 0% means no effect; nearly all actives have a fitted effect of over 60% in size
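Screening used a luciferase reporter fused to human ELG1 in HEK293T cells. Luminescence was read on a CCD plate imager after 16 hr exposure and 30 min ONE-Glo incubation.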
FLuc counter: qHTS profiling assay for firefly luciferase inhibitor/activator using purifed enzyme and Km concentrations of substrates (counterscreen for miR-21 project); Luciferin 4-monooxygenase (Photinus pyralis), P08659; actives 6.9% (n = 360,000); Potency, µM (top dose mostly 57.5 µM), for the others: top-dose activity change, negative = inhibition, usual class: inhibitors; purified FLuc, Km substrates, luminescence inhibition; AID 588342, 2011;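 also: potency is read from the fitted curve at half-maximal effect; plate controls were vehicle for no effect and reference inhibitor for full effect; nearly all actives have a fitted effect of over 55% in size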
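Biochemical qHTS of compounds, final roughly 60 µM downward over six points, against 10 nM purified firefly luciferase using Km concentrations of substrates (10 uM D-luciferin, 10 uM ATP) in Tris acetate pH 7.5 buffer; luminescence output.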
Tb PFK block: qHTS Assay to Find Inhibitors of T. brucei phosphofructokinase; Potency, µM (doses to about 57.5 µM), for inactives: at the highest dose activity, negative = inhibition, actives largely listed as inhibitors; T. brucei PFK, ADP-Glo luminescence; actives 0.17% (n = 330,000); AID 485367, 2010;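 also: potency is read from the fitted curve at half-maximal effect; 0% = uninhibited 1x PFK enzyme wells and -100% = no-enzyme wells; nearly all actives have a fitted effect of over 60% in size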
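ADP-Glo luminescence quantified ADP after 45 min at room temperature, with 1.25 nM T. brucei PFK, 0.1 mM ATP and 0.5 mM fructose-6-phosphate in pH 8.0 TEA buffer. qHTS titrations up to 57 µM; curves classified by quality.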
Rab9 promoter act: qHTS Assay for Rab9 Promoter Activators. Potency, µM (titrated, usually from 9.22 µM), for the others: top-dose activation, negative = inhibition, most hits filed as activators. actives 2.8% (n = 320,000). Huh7 Rab9 promoter-luciferase reporter, luminescence, 24 h. AID 485297, 2010; also: potency is read from the fitted curve at half-maximal effect; % of control where 0% means no effect; nearly all actives have a fitted effect of over 60% in size
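Huh7 cells stably carrying a Rab9 promoter-luciferase reporter, 1500 cells per well in OP-MEM I with 10% FBS, treated with compound 24 hours at 37C. Luciferase activity read by luminescence after 10 minutes with Amplite reagent.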
TRPV1 agonist: HTS Assay for Compounds that Act as Agonists of the Vanilloid Receptor 1; AID 540275, 2011; TRPV1-expressing cells, Fluo-8 calcium influx, agonist mode; Transient receptor potential cation channel subfamily V member 1 (Homo sapiens), Q8NER1; actives 0.19% (n = 320,000); activation, % at 8.33 µM; in the data active = activation above about 80%; inconclusive = between about 30% and that limit; also: 0% is about no effect
Target sequence (Q8NER1 whole entry, looked up): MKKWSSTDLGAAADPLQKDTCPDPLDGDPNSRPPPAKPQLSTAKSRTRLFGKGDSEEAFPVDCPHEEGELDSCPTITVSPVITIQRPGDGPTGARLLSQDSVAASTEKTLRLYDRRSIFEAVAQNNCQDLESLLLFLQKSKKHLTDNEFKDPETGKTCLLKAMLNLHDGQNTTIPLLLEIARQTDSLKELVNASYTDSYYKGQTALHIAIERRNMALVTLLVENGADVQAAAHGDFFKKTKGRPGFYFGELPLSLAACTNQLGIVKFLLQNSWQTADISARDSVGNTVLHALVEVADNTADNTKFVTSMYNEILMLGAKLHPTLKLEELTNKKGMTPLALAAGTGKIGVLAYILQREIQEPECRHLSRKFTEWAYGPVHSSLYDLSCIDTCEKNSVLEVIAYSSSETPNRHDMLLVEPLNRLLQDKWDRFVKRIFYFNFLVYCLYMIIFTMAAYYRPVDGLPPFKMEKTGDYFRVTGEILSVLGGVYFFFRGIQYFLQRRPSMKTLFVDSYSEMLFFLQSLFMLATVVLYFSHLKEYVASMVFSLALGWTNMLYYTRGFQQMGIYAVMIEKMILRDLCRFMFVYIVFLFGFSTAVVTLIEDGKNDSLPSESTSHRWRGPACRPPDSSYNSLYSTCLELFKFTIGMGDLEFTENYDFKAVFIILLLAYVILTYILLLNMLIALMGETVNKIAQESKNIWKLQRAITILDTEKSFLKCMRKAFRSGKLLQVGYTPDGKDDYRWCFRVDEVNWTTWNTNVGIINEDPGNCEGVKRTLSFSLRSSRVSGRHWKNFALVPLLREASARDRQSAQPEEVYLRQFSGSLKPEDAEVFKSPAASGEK
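Cells expressing TRPV1 were dye-loaded with Fluo-8 and read kinetically: 10 s baseline, 3 min after compound (agonist portion), then 2 min after EC20 capsaicin (allosteric enhancer portion). Calcium-bound dye fluorescence at 480/520 nm.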
p53 reactivator: qHTS assay for re-activators of p53 using a Luc reporter. H1299 p53-A138V BP100-luciferase reporter, luminescence, 24 h. Potency, µM (highest dose often 92.2 µM), for the others: at the top dose activity change, positive = activation, actives largely listed as activators. actives 0.063% (n = 320,000). AID 504706, 2011; also: potency is read from the fitted curve at half-maximal effect; % of control where 0% means no effect; nearly all actives have a fitted effect of over 45% in size
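p53-null H1299 cells stably carrying temperature-sensitive p53-A138V and a BP100-luciferase reporter were pinned with compounds (4-point, 1:5 series) and held 24 hrs at 37 deg C. Luminescence was read 10 min after detection reagent.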
VP16 counter: VP16 counterscreen qHTS for inhibitors of ROR gamma transcriptional activity | Drosophila S2 Gal4-VP16 UAS-luciferase, luminescence, 20 h | Potency, µM (titrated, usually from 53.6 µM), without a hit: top-dose activity, negative = inhibition, most hits filed as inhibitors | actives 3.5% (n = 310,000) | AID 2546, 2010;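 also: Gal4-VP16 expression switched on by copper sulfate through the metallothionein promoter; potency is read from the fitted curve at half-maximal effect; % is scaled to controls: 0 for no effect and ±100 for the full control effect; nearly all actives have a fitted effect of over 50% in size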
The depositor's hits bear a star; ? = inconclusive; nt = no result given; [ ] = another dose, or the depositor's remark. Unless noted, calls follow the shape of the dose curve; as a rule, active = well fitted curve in the direction sought with a large enough effect; inconclusive = small, poorly fitted or top-dose-only effect, or another doubt; inactive = no such curve, though single readings can be large; an effect the other way counts as inactive or inconclusive.

canonical_smiles,ELG1 repair inh,TRPV1 agonist,Tb PFK block,VP16 counter,RORgamma inh,NPC1 prom act,p53 reactivator,ELG1 genotoxic,Rab9 promoter act,FLuc counter,BRCA1 expr act
O=C(NC1CONC1=O)OCC(Cl)(Cl)Cl (stereo not given),-6%,-2,-5%,-8%,0%,-2%,-6%,-3%,-5%,-1%,-10%
CC(C(N)=O)N1CC(c2ccccc2)CC1=O (stereo not given),1%,0,2%,-2%,-17%,-8%,3%,2%,3%,-3%,-10%
CCc1ccc(N2C(=O)NC(=O)/C(=C/c3cccn3CCOc3ccc(C)cc3)C2=O)cc1,?,0,3%,?,?,-5%,20%,?,1%,-2%,-11%
O=C(c1cc2ccccn2n1)N1CCC2(CC1)OCCO2,7%,-1,-8%,0%,4%,-3%,11%,4%,-4%,5%,4%
Cc1nn(Cc2ccccc2)c(Cl)c1C(=O)NC1CCCc2ccccc21 (stereo not given),?,?,-13%,3%,40%,0%,-14%,-8%,2%,3%,-24%
CC(=O)N1CCC(N2CCCC(C(=O)c3cccc(Cl)c3)C2)CC1 (stereo not given),9%,-1,6%,-1%,7%,-3%,2%,-3%,1%,4%,0%
Cc1cc(OC(=O)N(C)C)n(-c2ccccc2)n1,-13%,-1,-2%,2%,30%,-2%,-3%,2%,-8%,-2%,-22%
COc1cc(CN2CCCC(C(=O)c3sccc3C)C2)cc(Cl)c1O (stereo not given),-2%,2,-4%,-9%,10%,-7%,0%,-3%,-4%,0%,-2%

Following part.
canonical_smiles,ELG1 repair inh,TRPV1 agonist,Tb PFK block,VP16 counter,RORgamma inh,NPC1 prom act,p53 reactivator,ELG1 genotoxic,Rab9 promoter act,FLuc counter,BRCA1 expr act
Cc1cc(Cc2c(O)[nH]c(=S)[nH]c2=O)ccc1OC(C)C,-1%,-1,3%,-1%,30%,4%,25%,-3%,-1%,-2%,-1%
Nc1c(C(=O)NC2CCCC2)c2nc3ccccc3nc2n1CC1CCCO1 (stereo not given),15µM*,?,-4%,-4%,2%,1%,-9%,-7%,1%,0%,-63%
CCOC(=O)c1c(C)n(C(C)C)c2ccc(OC)cc12,-1%,?,-7%,-17%,18%,1%,-2%,-2%,-3%,1%,-10%
CCOP(=S)(OCC)N1CCOCCOCCN(P(=S)(OCC)OCC)CCOCCOCC1,-19%,14,1%,-15%,8%,-6%,-3%,-9%,-1%,-1%,-43%
COc1ccccc1-n1c(O)c(C=NCCN2CCNCC2)c(=O)[nH]c1=O,-1%,-7,0%,-6%,6%,-3%,-3%,-1%,-7%,2%,0%
CC(=O)N1N=C2C3CCN(CC3)C2C1c1ccc(F)cc1 (stereo not given),16%,-1,2%,-13%,-4%,0%,4%,0%,-8%,-1%,-11%
O=C(O)c1cn(Cc2ccccc2)nc1-c1ccccc1,1%,-3,0%,3%,8%,-1%,1%,-3%,0%,-15%,-24%
CCNC(=O)O/N=C(\C)c1sc(-c2ccc(Cl)cc2)nc1C,?,28,0%,-16%,16%,1.4µM*,6%,?,3.5µM*,2.7µM*,nt

Next results:
canonical_smiles,ELG1 repair inh,TRPV1 agonist,Tb PFK block,VP16 counter,RORgamma inh,NPC1 prom act,p53 reactivator,ELG1 genotoxic,Rab9 promoter act,FLuc counter,BRCA1 expr act
CCc1c(C)c2ccc(OCC(N)=O)cc2oc1=O,?,18,16%,6%,-6%,2%,12%,11%,9%,?,21%
C=C[C@H]1CN2CC[C@H]1C[C@H]2[C@H](O)c1ccnc2ccccc12,2%,6,-11%,nt,nt,3%,0%,0%,0%,0%,-21%
O=C(Nc1ccc2ccccc2c1)N1C[C@H]2C[C@@H](C1)c1cccc(=O)n1C2,33%,4,-9%,0%,-15%,1%,-4%,0%,1%,-2%,-1%
CCNCC1(c2ccc(OC)c(OC)c2)CCCC1,1%,2,2%,-1%,-6%,-5%,-4%,3%,-3%,1%,11%
CCOP(=O)(OCC)OCC,16%,0,-1%,1%,11%,2%,-1%,0%,-8%,3%,-7%
CCCNc1nc(OC)nc(N2CC3CC(C2)c2cccc(=O)n2C3)n1 (stereo not given),-3%,-1,5%,-3%,2%,-7%,1%,1%,5%,2%,10%
O=C(c1ccccc1)C1NC1c1ccccc1 (stereo not given),?,8,1%,7%,3%,1%,16%,4%,23%,?,30%
CC1=[N+]([O-])C2(N)CCc3nonc3C2(O)C1 (stereo not given),13%,4,1%,-10%,-3%,10%,0%,9%,4%,3%,0%

Next results
canonical_smiles,ELG1 repair inh,TRPV1 agonist,Tb PFK block,VP16 counter,RORgamma inh,NPC1 prom act,p53 reactivator,ELG1 genotoxic,Rab9 promoter act,FLuc counter,BRCA1 expr act
Cc1cc(C(=O)Nc2ccc3c(c2)OCCO3)nn1C(C)(C)C,?,?,2%,11%,-5%,4.5µM*,11%,?,3.5µM*,7.6µM*,nt
CCOc1ccc(-n2c(O)c(/C=C3\C=Nc4ccccc43)c(=O)[nH]c2=O)cc1,-1%,-4,-2%,-4%,-34%,-1%,-2%,-1%,3%,-2%,-23%
COC(=O)C1=C(c2ccc(F)cc2OCc2ccccc2)C[C@@H]2CC[C@H]1N2C(=O)NCc1cccc(F)c1,?,12,0%,nt,nt,-4%,10%,-11%,-4%,3%,-52%
COc1ccc(C2=NOC(COC(=O)c3ccc4ccccc4n3)C2)cc1 (stereo not given),13%,0,-2%,-7%,5%,2%,17%,5%,-2%,?,2%
COc1ccc(C(=O)/C=C/c2cccs2)c(OC(=O)N2CCOCC2)c1,?,3,0%,-4%,22%,-3%,16%,-3%,-2%,-3%,-13%
COC(=O)C1=C(c2ccc(F)cc2F)C[C@@H]2CC[C@H]1N2C(=O)NCc1ccc(F)cc1,9%,3,-4%,nt,nt,-6%,4%,-1%,-9%,4%,-7%
O=C(CSc1nc(-c2ccc(Cl)cc2)[nH]c(=O)n1)Nc1cccc(Cl)c1,12%,-16,-2%,2%,22%,-1%,-2%,-2%,0%,?,-10%
O=c1c2ccccc2nc(-c2ccccc2)n1-c1nccs1,1%,1,5%,2%,5%,1%,5%,0%,-4%,4%,-1%

Following part:
canonical_smiles,ELG1 repair inh,TRPV1 agonist,Tb PFK block,VP16 counter,RORgamma inh,NPC1 prom act,p53 reactivator,ELG1 genotoxic,Rab9 promoter act,FLuc counter,BRCA1 expr act
COC(=O)C1=C(c2ccc3ccccc3c2)C[C@@H]2CC[C@H]1N2C(=O)N1CCCCC1,-17%,23,-9%,nt,nt,-2%,-3%,7%,-9%,2%,0%
c1cncc(C2CCCCN2Cc2ccc3c(c2)OCO3)c1 (stereo not given),?,nt,5%,2%,1%,8%,5%,1%,6%,1%,22%
Fc1cccc(C2NCc3ccccc3-n3cccc32)c1 (stereo not given),-8%,-2,0%,-12%,-19%,-1%,-4%,-3%,-2%,1%,-6%
CCOc1c(Cl)cc(CNCCc2c[nH]c3ccccc23)cc1OC,21%,26,-1%,?,?,2%,0%,-4%,-1%,0%,-39%
CCCCn1c(=O)c(C(=O)NCCc2ccccc2)c(O)c2ccccc21,-23%,-1,-6%,?,?,-5%,-14%,-21%,4%,-2%,-20%
Cc1nn(Cc2ccccc2)c(Cl)c1C(=O)OC(C)C(=O)Nc1ccc(F)cc1Cl (stereo not given),-35%,20,3%,-17%,3%,1%,3%,16%,-9%,1%,-13%
CCOc1cc(CNCCc2c[nH]c3ccccc23)cc(Cl)c1OC,-2%,8,0%,?,?,0%,1%,-5%,-1%,1%,-63%
CC(Cc1ccccc1)NCCC(=O)NC(C)Cc1ccccc1 (stereo not given),-2%,1,3%,-2%,0%,-4%,10%,-4%,-6%[1.84 µM],-1%,-12%
COc1ccc(C(=O)Nc2cccc(S(=O)(=O)NCc3ccco3)c2)cc1,?,nt,6%,nt,nt,nt,5%,-3%,nt,nt,-26%

This is a subset (hit frequency here may not be typical).
